Screens: PubChem, Sanford-Burnham Center for Chemical Genomics
CXCR6 inh = CXCR6 receptor inhibitors, primary screen, cell-based, beta-arrestin, luminescence, CHO-K1 PathHunter, 1536-well | inhibition, % at 20 µM | C-X-C chemokine receptor type 6 (Homo sapiens), O00574 | hit rate 0.36% among 360,000; in the data active = inhibition above about 34%, passing the limit was not always enough;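 also: antagonist mode with CXCL16 agonist at 10 nM final; 0% = 10 nM CXCL16 with DMSO and 100% = unstimulated wells without agonist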
A3A deaminase = APOBEC3A ssDNA deaminase inhibitors, primary screen, selectivity assay for APOBEC3G inhibitor project, biochemical, FAM/TAMRA oligo cleavage fluorescence; recombinant A3A, FAM/TAMRA ssDNA deamination fluorescence; hit rate 0.41% among 330,000; inhibition, % at 20 µM; DNA dC->dU-editing enzyme APOBEC-3A (Homo sapiens), P31941; AID 493011, 2011;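 active = at least 40% inhibition at 20 µM here, with at most 30% in a related deaminase screen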;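 also: plate controls were A3A with DMSO for no effect and wells lacking A3A enzyme for full effect; some results filed as inactive read as strong as hits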
EBI2 block = EBI2 receptor antagonists, beta-arrestin recruitment, primary screen, cell-based, luminescence, 7a,25-OHC stimulation, uHTS; G-protein coupled receptor 183 (Homo sapiens), P32249; 7a,25-OHC stimulated; inhibition, % at 5 µM; hit rate 0.81% among 360,000; AID 651636, 2012; in the data active = inhibition above about 38%;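 also: enzyme fragment complementation signal reports receptor beta-arrestin coupling in cells; 0% = agonist plus DMSO wells and 100% = wells without agonist; some results beyond the cut were filed as inactive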
APOBEC3G inh = APOBEC3G DNA deaminase inhibitors, primary screen, biochemical, fluorescence, single-stranded DNA substrate, uHTS | recombinant A3G, ssDNA deamination FAM/TAMRA fluorescence | AID 493012, 2011 | DNA dC->dU-editing enzyme APOBEC-3G (Homo sapiens), Q9HC16 | inhibition, % at 20 µM | hit rate 0.28% among 330,000;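 active = inhibition of at least 40% at 20 µM, with no more than 30% in the related APOBEC3A deaminase screen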;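 also: plate controls were DMSO wells with A3G for no effect and wells lacking A3G enzyme for full effect; some compounds called inactive have numbers as strong as hits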
Target sequence (Q9HC16 whole entry, looked up): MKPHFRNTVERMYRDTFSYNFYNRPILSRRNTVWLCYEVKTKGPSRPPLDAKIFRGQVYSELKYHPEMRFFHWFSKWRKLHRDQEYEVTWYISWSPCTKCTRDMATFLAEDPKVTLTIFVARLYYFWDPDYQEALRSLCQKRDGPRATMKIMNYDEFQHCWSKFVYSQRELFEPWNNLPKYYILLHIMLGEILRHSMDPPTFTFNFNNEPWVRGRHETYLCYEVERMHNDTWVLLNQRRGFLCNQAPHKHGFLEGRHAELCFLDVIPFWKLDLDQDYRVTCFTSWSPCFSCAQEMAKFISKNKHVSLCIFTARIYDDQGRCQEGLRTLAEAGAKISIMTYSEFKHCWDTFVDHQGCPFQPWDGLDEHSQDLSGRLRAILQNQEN
MPTP inh = mitochondrial permeability transition pore inhibitors, primary screen, biochemical, isolated mouse mitochondria, absorbance. hit rate 1.4% among 360,000. Ca2+ swelling absorbance, 30 min. inhibition, % at 10 µM;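 active = inhibition of 50% or more, scaled per plate between neutral and stimulator controls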;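 also: 0% = DMSO wells given calcium and 100% = 1 mM EGTA wells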
* marks the source's active call; other numbers are inactive results; . = no result given.

SMILES	CXCR6 inh	A3A deaminase	EBI2 block	APOBEC3G inh	MPTP inh
CN(C)CCCSc1ccccc1NC(=O)/C=C/c1ccccc1	.	0	.	-8	.
COc1ccc(-c2oc3c(CC=C(C)C)c(O[C@@H]4O[C@H](CO)[C@@H](O)[C@H](O)[C@H]4O)cc(O)c3c(=O)c2O[C@@H]2O[C@@H](C)[C@H](O)[C@@H](O)[C@H]2O)cc1	.	0	.	-6	.
CCN(CC)CC1CCCCN1CC(=O)N1c2ccccc2C(=O)Nc2cccnc21 (configuration not stated)	.	-2	.	-6	.
COc1cc(C=O)ccc1O	-1	.	-1	.	-0.9
O=C(O)Cc1sc(-c2ccccc2)nc1-c1ccc(Cl)cc1	2	.	-4	.	1.4

Three compounds from above, ordered by length of the SMILES, low to high:
SMILES	CXCR6 inh	A3A deaminase	EBI2 block	APOBEC3G inh	MPTP inh
O=C(O)Cc1sc(-c2ccccc2)nc1-c1ccc(Cl)cc1	2	.	-4	.	1.4
CCN(CC)CC1CCCCN1CC(=O)N1c2ccccc2C(=O)Nc2cccnc21 (configuration not stated)	.	-2	.	-6	.
COc1ccc(-c2oc3c(CC=C(C)C)c(O[C@@H]4O[C@H](CO)[C@@H](O)[C@H](O)[C@H]4O)cc(O)c3c(=O)c2O[C@@H]2O[C@@H](C)[C@H](O)[C@@H](O)[C@H]2O)cc1	.	0	.	-6	.

2 compounds from above, limited to APOBEC3G inh.
| canonical_smiles | APOBEC3G inh |
| --- | --- |
| COc1ccc(-c2oc3c(CC=C(C)C)c(O[C@@H]4O[C@H](CO)[C@@H](O)[C@H](O)[C@H]4O)cc(O)c3c(=O)c2O[C@@H]2O[C@@H](C)[C@H](O)[C@@H](O)[C@H]2O)cc1 | -6 |
| CCN(CC)CC1CCCCN1CC(=O)N1c2ccccc2C(=O)Nc2cccnc21 (configuration not stated) | -6 |

The list is partial; the hit share may differ from the screen's.
